PAFAH1B2 FP inh = blocks human PAF acetylhydrolase 1b catalytic subunit 2; P68402; recombinant PAFAH1B2, FP-rhodamine activity probe, fluorescence polarization; inhibition, % at 3.39 µM; 1.2% of 340,000 active; AID 492953;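 active means inhibition above the mean of all tested compounds plus 3 SD, cut at about 24% in these data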;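 further: 0% = enzyme with DMSO and 100% = wells lacking PAFAH1B2; many of its hits are not listed in these tables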
Target sequence (P68402 whole entry, looked up): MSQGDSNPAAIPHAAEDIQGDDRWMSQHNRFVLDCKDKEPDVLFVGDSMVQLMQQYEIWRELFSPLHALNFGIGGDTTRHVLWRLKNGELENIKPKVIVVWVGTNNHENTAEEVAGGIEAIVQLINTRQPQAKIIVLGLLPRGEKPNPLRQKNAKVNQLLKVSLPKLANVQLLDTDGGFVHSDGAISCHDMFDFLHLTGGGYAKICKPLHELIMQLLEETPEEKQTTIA
GSTO1 inh = GSTO1 inhibition, counter-screen for RBBP9 inhibitors; recombinant GSTO1, activity-based probe fluorescence polarization; inhibition, % at 5.96 µM; 1.1% of 300,000 active; AID 1974;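 active means inhibition above the campaign mean inhibition plus 3 SD, cut at about 35% in these data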;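 further: 0% = GSTO1-1 with DMSO and 100% = wells lacking GSTO1-1 enzyme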
pPAFAH inh = inhibitors of human plasma PAF acetylhydrolase (pPAFAH) | 1.5% of 330,000 active | inhibition, % at 3.39 µM | recombinant pPAFAH, FP-rhodamine probe fluorescence polarization | AID 463082;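 active means inhibition above the mean inhibition across the screen plus 3 SD, cut at about 25% in these data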;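 further: inhibitors block binding of the rhodamine activity-based probe so polarization drops; 0% = enzyme with DMSO and 100% = wells lacking pPAFAH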
PAD4 FP inh = blocks human protein arginine deiminase 4; Q9UM07; 0.41% of 330,000 active; inhibition, % at 6.36 µM; recombinant PAD4, RCA probe fluorescence polarization;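 active means percent inhibition above a cutoff equal to the mean of all tested compounds plus 3 SD, cut at about 15% in these data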;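 further: 0% = PAD4 with RCA probe and DMSO and 100% = probe without PAD4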
LYPLA1 inh = blocks human lysophospholipase 1, a PME1 counter-screen | O75608 | recombinant LYPLA1, FP-Rh probe fluorescence polarization | 0.16% of 320,000 active | inhibition, % at 5.9 µM;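 active means inhibition above the mean of all tested compounds plus 3 SD, set per campaign, cut at about 14% in these data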;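 further: inhibitors block serine hydrolase probe labeling of LYPLA1 so polarization falls; 0% = enzyme with DMSO and 100% = wells lacking LYPLA1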
Target sequence (O75608 whole entry, looked up): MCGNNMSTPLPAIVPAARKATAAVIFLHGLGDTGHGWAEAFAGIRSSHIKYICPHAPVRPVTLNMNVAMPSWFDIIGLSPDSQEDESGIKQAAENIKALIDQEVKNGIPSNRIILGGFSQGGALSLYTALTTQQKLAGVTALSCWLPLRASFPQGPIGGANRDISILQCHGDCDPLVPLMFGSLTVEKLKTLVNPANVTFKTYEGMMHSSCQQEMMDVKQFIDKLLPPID
PREPL inhibitor = inhibitors of human prolyl oligopeptidase-like enzyme PREPL | AID 2751 | recombinant PREPL, fluorescence polarization activity-based probe | inhibition, % at 5.96 µM | 0.68% of 320,000 active | Q4J6C6; in the data active means inhibition above about 43%;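 further: 0% = enzyme with DMSO and 100% = wells lacking enzyme; many of its hits are not listed in these tables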
PAFAH1B3 FP inh = blocks human PAF acetylhydrolase 1B catalytic subunit 3; recombinant PAFAH1B3, FP-rhodamine probe, fluorescence polarization; inhibition, % at 3.39 µM; 0.28% of 340,000 active;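 active means inhibition above the screen-wide average of all tested compounds plus 3 SD, cut at about 25% in these data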;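 further: 0% = enzyme with DMSO only and 100% = wells lacking PAFAH1B3 protein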
Target sequence (Q15102 whole entry, looked up): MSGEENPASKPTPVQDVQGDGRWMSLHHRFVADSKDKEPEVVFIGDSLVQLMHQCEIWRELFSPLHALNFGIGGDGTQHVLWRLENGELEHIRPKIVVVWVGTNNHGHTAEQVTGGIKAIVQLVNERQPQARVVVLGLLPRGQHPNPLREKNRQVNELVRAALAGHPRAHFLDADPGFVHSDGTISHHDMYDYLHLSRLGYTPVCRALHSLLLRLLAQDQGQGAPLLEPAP
LYPLA2 counter = counter-screen for PME1 inhibitors: inhibitors of human LYPLA2; O95372; recombinant LYPLA2, FP-Rh probe fluorescence polarization; inhibition, % at 5.9 µM; 0.38% of 320,000 active;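 active means inhibition above the screen-wide mean plus 3 SD, limit set per campaign, cut at about 26% in these data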;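 further: 0% = LYPLA2 with DMSO and 100% = wells lacking LYPLA2 enzyme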
Target sequence (O95372 whole entry, looked up): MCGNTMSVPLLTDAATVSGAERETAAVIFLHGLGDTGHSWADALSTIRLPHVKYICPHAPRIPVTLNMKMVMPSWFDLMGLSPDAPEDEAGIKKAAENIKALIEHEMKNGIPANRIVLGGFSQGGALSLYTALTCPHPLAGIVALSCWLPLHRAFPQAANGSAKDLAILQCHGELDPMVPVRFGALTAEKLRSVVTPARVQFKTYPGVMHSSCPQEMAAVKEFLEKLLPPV
PAFAH2 FP inh = inhibitors of human PAFAH2; recombinant PAFAH2, FP-rhodamine activity probe, fluorescence polarization; inhibition, % at 3.39 µM; 0.99% of 340,000 active; Q99487;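 active means inhibition above the mean over all tested compounds plus 3 SD, cut at about 30% in these data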;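 further: inhibitors block probe labeling of enzyme so polarization drops; 0% = enzyme with DMSO and 100% = wells lacking PAFAH2 protein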
* marks the source's active call; other numbers are inactive results; nt = no result given.

#	mol	PAFAH1B2 FP inh	GSTO1 inh	pPAFAH inh	PAD4 FP inh	LYPLA1 inh	PREPL inhibitor	PAFAH1B3 FP inh	LYPLA2 counter	PAFAH2 FP inh
1	CC(/C=C(\NC(=O)c1ccccc1)C(=O)N=Nc1c(O)[nH]c2ccc(C)cc12)=C\c1ccccc1	-1	-2	5	-1	-2	29	5	-3	-8
2	O=[N+]([O-])c1cc(S(=O)(=O)c2ccc(N3CCCCC3)c([N+](=O)[O-])c2)ccc1N1CCCCC1	0	5	4	4	1	-8	1	5	3
3	Cc1cc(C)c2c(=O)[nH]c(SCC(=O)Nc3ccc(N(C)C)cc3)nc2n1	-1	20	11	-4	1	0	6	10	13
4	Cc1ccc(CNC(=O)C2CCN(S(=O)(=O)N3CCOCC3)CC2)cc1	4	8	2	1	2	10	5	0	1
5	COc1ccc(C(=O)CSc2nnc(NC(=O)C3CC(=O)N(c4cccc(OC)c4)C3)s2)cc1 (configuration not stated)	-6	4	4	-7	-4	-8	-4	-2	3
6	COc1ccc(N2CCN(C(=O)COc3ncnc4ccccc34)CC2)cc1	5	3	1	0	1	-1	-1	4	1
7	CCC(C)(C)NC(=O)C(c1ccco1)N(C(=O)c1csnn1)c1cccc(F)c1 (configuration not stated)	6	0	-3	2	-3	4	9	7	4
8	Cc1cccc(C(=O)NNC(=O)c2cccc(C)c2)c1	0	3	7	-1	0	3	6	10	3
9	CCN(CC)c1ccc(/C=N/NC(=O)Nc2ccccc2)cc1	10	12	10	0	0	2	6	1	6
10	O=C(O)CSCC(=O)N1CCc2c([nH]c3ccccc23)C1C(F)(F)F (configuration not stated)	9	1	2	1	-1	16	8	2	1
11	COc1cccc(NC(=O)C2CCN(S(=O)(=O)c3ccccc3)CC2)c1	-2	2	-1	-7	-3	10	-7	-1	1
12	CCOC(=O)c1cc(-c2ccc(F)cc2)nc2c1c(=O)[nH]c(=O)n2Cc1ccccc1	7	1	3	-2	4	-6	0	5	18
13	NNC(=O)c1c[nH]c2ccc(OCc3ccccc3)cc12	1	-15	-12	-2	-27	15	-3	-50	-8
14	COc1ccccc1/C=N/NC(=O)CC(=O)NCCc1ccccc1	nt	-1	5	0	-2	-6	nt	-2	nt
15	CCOc1ccc2nc(SCC(=O)NCc3ccc(OC)c(OC)c3)[nH]c2c1	-2	0	8	-5	-2	2	-3	5	7
16	CCc1c(C)c(C#N)c2nc3ccccc3n2c1NCCN(C)C	4	-5	3	2	-1	23	5	3	2
17	COCCNC(=O)C1CCC(=O)N(c2ccc(OC)cc2)C1c1ccc(OC)c(OC)c1 (configuration not stated)	6	0	-4	-3	-3	-2	7	-11	1
18	CC(C)CCN(C(=O)CCSc1ccc(F)cc1)c1c(N)n(Cc2ccccc2)c(=O)[nH]c1=O	-5	-3	1	1	1	8	-2	-3	-2
19	CCOC(=O)C1=C(C)NC(=O)NC1c1ccc(OC(C)C(=O)O)c(OC)c1 (configuration not stated)	4	-1	1	-1	-2	7	7	5	-2
20	O=C(/N=C1\NC(=O)C(F)(C(F)(F)F)S1)NC1CCCCC1 (configuration not stated)	5	3	3	-4	-4	1	9	-1	0
21	Cc1cccc2c(C(=O)Nc3ccc(Br)cc3)cc(-c3ccccn3)nc12	-5	4	3	-2	-3	-1	-1	2	-1
22	COc1ccc(Cc2cnc(N)s2)cc1	5	7	1	4	2	0	3	0	-1
23	O=C(CNC(=O)c1cccc(Br)c1)N/N=C/c1cn[nH]c1-c1ccccc1	7	6	-2	-3	-4	14	-6	-2	6
24	Cc1cc(C)c2c(n1)SCC(=O)N2CC(=O)Nc1ccc(C)c(C)c1	3	2	-4	-10	1	5	5	1	-10

Some of the entries above in another layout:
Values run as follows: PAFAH1B2 FP inh, GSTO1 inh, pPAFAH inh, PAD4 FP inh, LYPLA1 inh, PREPL inhibitor, PAFAH1B3 FP inh, LYPLA2 counter, PAFAH2 FP inh
10	O=C(O)CSCC(=O)N1CCc2c([nH]c3ccccc23)C1C(F)(F)F (configuration not stated)
    9, 1, 2, 1, -1, 16, 8, 2, 1
3	Cc1cc(C)c2c(=O)[nH]c(SCC(=O)Nc3ccc(N(C)C)cc3)nc2n1
    -1, 20, 11, -4, 1, 0, 6, 10, 13
24	Cc1cc(C)c2c(n1)SCC(=O)N2CC(=O)Nc1ccc(C)c(C)c1
    3, 2, -4, -10, 1, 5, 5, 1, -10
6	COc1ccc(N2CCN(C(=O)COc3ncnc4ccccc34)CC2)cc1
    5, 3, 1, 0, 1, -1, -1, 4, 1

The list goes on:
#	mol	PAFAH1B2 FP inh	GSTO1 inh	pPAFAH inh	PAD4 FP inh	LYPLA1 inh	PREPL inhibitor	PAFAH1B3 FP inh	LYPLA2 counter	PAFAH2 FP inh
25	O=C(COC(=O)c1c[nH]c(=O)[nH]c1=O)Nc1cccc([N+](=O)[O-])c1	2	nt	-1	-3	-1	-1	9	-6	31*
26	NNC(=S)Nc1ccc(S(=O)(=O)N2CCOCC2)cc1	-1	5	-3	4	-3	9	8	2	-2
27	CC(=O)Nc1ccccc1OC(=O)N1CCOCC1	4	4	-1	1	0	13	13	-3	7
28	O=C(CSc1nc(-c2ccccc2)cs1)Nc1ccccc1[N+](=O)[O-]	-2	-4	6	-2	-2	7	7	2	-10
29	COC(=O)C1=C(CSc2nc3c(cc2C#N)CN(C)CC3)OC(N)=C(C#N)C1c1ccc(F)cc1 (configuration not stated)	10	18	26*	1	-1	18	16	10	13
30	COc1cccc(CN(CC2CCCO2)S(=O)(=O)c2ccc(S(=O)(=O)N(C)C)cc2)c1 (configuration not stated)	3	3	3	0	2	6	7	-13	-5
31	CN(CCO)c1cc(N2CCC3(CC2)OCCO3)c2nonc2c1[N+](=O)[O-]	-3	15	-1	0	2	10	1	-3	0
32	C#CCN1C(C)=C(C(=O)OC)C(c2cccc([N+](=O)[O-])c2)C(C(=O)OCC)=C1C (configuration not stated)	1	1	5	-3	-4	4	6	3	-3
33	Cc1cc(Cl)c(OCCn2ccnc2)c(Br)c1	4	-2	-4	-3	0	-26	6	2	-9
34	COCCn1c(Cc2ccccc2)nnc1SCC(=O)NC(C)(C)C	-3	-4	-5	-7	1	-3	4	1	-1
35	COc1ccc([N+](=O)[O-])cc1NC(=O)C(C)OC(=O)CC1CCCC1 (configuration not stated)	10	nt	4	-1	1	9	5	2	5
36	Cc1ccc([N+](=O)[O-])cc1N(CC(=O)NCC1CCCO1)S(C)(=O)=O (configuration not stated)	4	3	1	-2	3	2	1	7	8

Entries listed above marked active in PAFAH2 FP inh.
No. | structure | PAFAH1B2 FP inh | pPAFAH inh | PAD4 FP inh | PREPL inhibitor | PAFAH1B3 FP inh | PAFAH2 FP inh
25 | O=C(COC(=O)c1c[nH]c(=O)[nH]c1=O)Nc1cccc([N+](=O)[O-])c1 | 2 | -1 | -3 | -1 | 9 | 31*

Additional results follow.
#	mol	PAFAH1B2 FP inh	GSTO1 inh	pPAFAH inh	PAD4 FP inh	LYPLA1 inh	PREPL inhibitor	PAFAH1B3 FP inh	LYPLA2 counter	PAFAH2 FP inh
37	CSc1ncccc1C(=O)OCC(=O)NC(N)=O	-2	-3	-4	-1	-1	10	2	-9	-1
38	CCCCNC(=S)NCCN1CCN(C(=S)NCCCC)CC1	3	-1	-2	2	3	-2	3	-6	-1
39	Cc1ccc(C)c(N2CCN(C(=O)CCCN3C(=S)NC(C)(C)CC3C)CC2)c1 (configuration not stated)	5	7	4	9	2	31	1	2	-4
40	CCOc1ccccc1CN1CCN(Cc2cccc3c2OCO3)CC1CCO (configuration not stated)	1	5	-1	-1	-1	2	17	-5	5
41	CC1=C(C#N)C(Nc2ccc(Cl)cn2)(C(F)(F)F)C(=O)N1 (configuration not stated)	1	3	0	-2	1	10	4	4	-11
42	CCO[C@H]1OC(C(N)=O)=C[C@@H](c2ccccc2)[C@@H]1CCCO	7	-5	0	1	1	-8	2	0	2
43	O=C(CSc1ncnc2c1oc1ccccc12)c1cccs1	3	-12	6	1	-2	-6	5	4	0
44	CCOC(=O)c1sc(=S)n(-c2ccc(C)cc2)c1N	3	6	-3	2	1	-1	4	-3	5
45	O=C(CN1C(=O)c2cccc([N+](=O)[O-])c2C1=O)NNC(=O)c1ccc(F)cc1	1	nt	0	0	nt	11	0	nt	-5
46	COc1ccc(-n2nnnc2SCC(=O)Nc2ccccc2N2CCOCC2)cc1	-1	-2	12	7	3	3	2	9	-3
47	O=C(NCc1cccs1)C1CC(=O)N(C2CCCC2)C1 (configuration not stated)	-1	7	3	4	-1	6	6	2	-6
48	CCOCCn1c(CN2CCN(C(=O)c3ccco3)CC2)nc2c1c(=O)n(C)c(=O)n2C	6	3	-4	-4	0	15	2	-4	0

Quoted from the listing.
Reading for compound 47 under LYPLA1 inh: -1
Reading for compound 37 under PAFAH1B3 FP inh: 2

Some of these compounds in order of the PAFAH1B3 FP inh value, smallest number first.
No.	structure	PAFAH1B3 FP inh
45	O=C(CN1C(=O)c2cccc([N+](=O)[O-])c2C1=O)NNC(=O)c1ccc(F)cc1	0
42	CCO[C@H]1OC(C(N)=O)=C[C@@H](c2ccccc2)[C@@H]1CCCO	2
38	CCCCNC(=S)NCCN1CCN(C(=S)NCCCC)CC1	3

New compounds follow
#	mol	PAFAH1B2 FP inh	GSTO1 inh	pPAFAH inh	PAD4 FP inh	LYPLA1 inh	PREPL inhibitor	PAFAH1B3 FP inh	LYPLA2 counter	PAFAH2 FP inh
49	C[C@H](CO)N1C[C@H](C)[C@@H](CN(C)C(=O)Nc2ccc(C(F)(F)F)cc2)Oc2c(NS(=O)(=O)c3ccccc3)cccc2C1=O	9	nt	13	0	nt	9	1	nt	15
50	O=C(O)CSc1nnc(-c2ccncc2)n1CCc1ccccc1	0	1	-3	2	-1	3	2	2	-2
51	O=C(/C=C/c1ccccc1Cl)NCCCn1ccnc1	-1	7	0	0	1	7	8	0	14
52	COC(=O)Cn1cnc(C(=O)Nc2ccc(C)c(C)c2)n1	7	nt	6	1	nt	nt	5	nt	0
53	O=C1/C(=C/c2ccccc2F)SC(=S)N1CCC(=O)N1CCCCC1CCO (configuration not stated)	7	0	5	-4	0	46*	3	-1	1

Compound activity from PubChem.

These rows are one share of the data. The share of hits here may be higher or lower than overall.
